# High-throughput results as filed in PubChem.
# KDM4C inh – blocks human GASC-1 (KDM4C) demethylase activity; Q9H3R0; GST-KDM4C 2-372, H3K9me3 peptide, LANCE TR-FRET; inhibition, % at 12.5 µM; 96,000 tested, 0.15% active; AID 720574;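 active = mean replicate inhibition above about 25%, with at least 55% of replicates also reaching it, limit read from the data, passing the limit was not always enough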
# Target sequence (Q9H3R0 2-372 limits assumed): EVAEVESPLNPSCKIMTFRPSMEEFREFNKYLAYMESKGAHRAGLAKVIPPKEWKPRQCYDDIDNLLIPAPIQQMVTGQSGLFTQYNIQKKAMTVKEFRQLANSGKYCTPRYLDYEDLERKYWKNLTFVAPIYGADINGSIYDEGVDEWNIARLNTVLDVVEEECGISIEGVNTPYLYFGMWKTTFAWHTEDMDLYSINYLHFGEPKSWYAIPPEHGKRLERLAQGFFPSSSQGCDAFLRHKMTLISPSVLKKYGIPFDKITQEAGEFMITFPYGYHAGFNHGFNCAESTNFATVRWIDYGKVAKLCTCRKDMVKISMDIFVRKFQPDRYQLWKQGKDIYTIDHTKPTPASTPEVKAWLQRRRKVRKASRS
#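 Material: GST-tagged GASC-1 (JMJD2C) catalytic fragment, aa 2-372. Input: enzyme final amount 10 nM. Medium: HEPES buffer, pH 7.5, plus ascorbate. Reagent: H3K9me3 peptide substrate, Fe(II), 2-oxoglutarate. Doses: single dose. Times: reaction 30 min RT, detection step 1 h RT. Measured by: LANCE TR-FRET. Evaluation: Fall in 671/618 emission ratio as inhibition.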
# C diff growth – blocks growth of Clostridium difficile; Clostridium difficile clinical isolate growth, OD600, 24 h; hits give low values; growth activity, negative = inhibition, % at 16 µg/mL (by protocol); 86,000 tested, 0.25% active;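 active = mean growth activity at or below -80% and every replicate also at or below -80%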;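 also: 0% = DMSO wells and -100% = levofloxacin 16 µg/mL wells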
# Tcruzi prolif – T. cruzi proliferation inhibition. 77,000 tested, 5.9% active. T. cruzi beta-gal in NIH3T3, GalScreen luminescence, 90 h. inhibition, % at 8.34 µM;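 active = mean inhibition above about 93%, with at least 55% of replicates each passing it, limit read from the data, passing the limit was not always enough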
# Pf Dd2 growth – inhibitors of Plasmodium falciparum Dd2 growth; P. falciparum Dd2 growth, SYBR Green, 72 h; hits give low values; activity change, % at 10 µM; 94,000 tested, 2.3% active; AID 1159554; in the data active = activity change below about -80%
# The depositor's hits bear a star; . = no result given.
canonical_smiles	KDM4C inh	C diff growth	Tcruzi prolif	Pf Dd2 growth
C[C@@H]1CCCCO[C@@H](CN(C)S(=O)(=O)c2ccc(Cl)cc2)[C@@H](C)CN([C@H](C)CO)C(=O)c2cc(NS(=O)(=O)c3ccc(F)cc3)ccc2O1	0.5	4	68	-38
C[C@H](CO)N1C[C@H](C)[C@@H](CN(C)C(=O)Nc2ccccc2)OCc2ccccc2-c2ccccc2C1=O	-1.8	.	54	17
C[C@H](CO)N1C[C@H](C)[C@H](CN(C)Cc2ccncc2)Oc2c(NS(=O)(=O)c3ccccc3)cccc2C1=O	-1.5	-5	5	-4
CO[C@H]1CN(C)C(=O)c2ccc(NC(=O)C3CCCCC3)cc2OC[C@H](C)NC[C@H]1C	-0.2	.	81	.
O=C(c1cccc(F)c1)N1C[C@@H]2[C@H](c3ccccc31)[C@H](CO)N2C(=O)c1cccc(F)c1	3.4	3	-6	-30
C[C@@H]1CN([C@@H](C)CO)C(=O)c2c(c3ccccc3n2C)-c2ccccc2CO[C@@H]1CN(C)S(=O)(=O)c1ccccc1F	-1.1	-1	94	-71
COc1ccccc1-c1ccc2c(c1)O[C@H](CN(C)S(=O)(=O)c1ccccc1)[C@H](C)CN([C@H](C)CO)S2(=O)=O	.	8	95*	-57
COCC(=O)N1[C@H](C#N)[C@H](c2ccccc2C2=CCCC2)[C@@H]1CO	0.9	-7	.	-45
C[C@@H]1CN([C@H](C)CO)C(=O)c2cccc(NC(=O)Nc3cccc4ccccc34)c2O[C@H]1CN(C)C(=O)Nc1ccccc1	-1.1	0	80	-30
CC(=O)N(C)C[C@H]1OCc2ccccc2-c2c(n(C)c3ccccc23)C(=O)N([C@H](C)CO)C[C@H]1C	0.9	.	-27	-13
CN1[C@@H]2c3ccc(-c4ccccc4)c(=O)n3C[C@@H]2[C@@H](CO)[C@@H]1C(=O)NC1Cc2ccccc2C1	7.1	-2	54	4
CO[C@@H]1CN(C)C(=O)c2cc(NS(=O)(=O)CC(F)(F)F)ccc2OC[C@H](C)N(CCC(F)(F)F)C[C@H]1C	0.7	.	-3	13
C[C@@H]1CN([C@@H](C)CO)C(=O)c2cc(NC(=O)Nc3ccc(C(F)(F)F)cc3)ccc2O[C@@H]1CN(C)S(=O)(=O)c1ccc(F)cc1	-0.8	6	59	-5
C[C@@H]1CN([C@@H](C)CO)C(=O)Cc2cc(NC(=O)Nc3ccc(F)cc3)ccc2O[C@@H]1CN(C)S(=O)(=O)c1ccc(F)cc1	-1.5	11	-32	-14
Cc1ccc(S(=O)(=O)N(C)C[C@@H]2Oc3c(NC(=O)Nc4ccc(F)cc4)cccc3C(=O)N([C@H](C)CO)C[C@@H]2C)cc1	.	12	-123	-34
COc1ccc(NC(=O)Nc2ccc3c(c2)C(=O)N([C@H](C)CO)C[C@@H](C)[C@H](CN(C)Cc2ccc(C(F)(F)F)cc2)OCCCC[C@H](C)O3)cc1	0.4	2	59	-87*
C[C@@H](NC(=O)C[C@@H]1C=C[C@H](NS(=O)(=O)c2cccc(F)c2)[C@@H](CO)O1)c1ccccc1	2.9	.	26	-17
C[C@H]1CN([C@@H](C)CO)C(=O)c2cc(NS(C)(=O)=O)ccc2O[C@H]1CN(C)S(=O)(=O)c1ccc(F)cc1	-0.5	-2	-25	-1
C[C@@H]1CN([C@H](C)CO)C(=O)c2cc(C#Cc3cccc(F)c3)cnc2O[C@@H]1CN(C)C(=O)C1CCC1	0.9	7	-208	-71
COc1ccc(NC(=O)Nc2ccc3c(c2)C(=O)N([C@@H](C)CO)C[C@H](C)[C@H](CN(C)S(=O)(=O)c2ccc(OC)cc2)O3)cc1	-3.9	-4	-9	8
COc1ccc2c3c([nH]c2c1)[C@@H](CO)N(C(=O)C1CCC1)CC31CCN(S(C)(=O)=O)CC1	-0.8	4	.	8
O=C(c1cccnc1)N1CC(=O)N2[C@H](C1)[C@@H](c1ccc(-c3ccc(F)cc3)cc1)[C@@H]2CO	-0.7	-4	.	-11
C[C@@H]1CCCCO[C@H](CN(C)C(=O)Nc2ccc3c(c2)OCO3)[C@@H](C)CN([C@H](C)CO)C(=O)c2cc(NC(=O)Nc3ccccc3)ccc2O1	-0.6	10	29	21
O=C(N[C@H]1C=C[C@H](CC(=O)N2CCN(c3ccccc3)CC2)O[C@@H]1CO)c1ccncc1	0.1	.	-35	18
CCN1CC(=O)N2[C@H](CO)[C@H](c3ccc(Br)cc3)[C@@H]2C1	2.5	8	.	11
C[C@@H]1CCCCO[C@H](CN(C)S(=O)(=O)c2cn(C)cn2)[C@H](C)CN([C@@H](C)CO)C(=O)c2cc(NC(=O)Nc3cccc4ccccc34)ccc2O1	-4.7	17	27	-43
O=C(NCC[C@@H]1CC[C@@H](NS(=O)(=O)c2cccc(F)c2)[C@H](CO)O1)C1CCOCC1	2.0	-1	.	.
C[C@H](O)C#Cc1ccc([C@H]2[C@@H](CO)N3CCCCN(CC4CCOCC4)C[C@@H]23)cc1	-0.4	-1	12	-9
O=C(C[C@H]1C=C[C@@H](NC(=O)c2cccc(F)c2)[C@H](CO)O1)NCc1ccccc1	.	.	-4	-2
C/C=C/c1ccc2c(c1)O[C@@H](CN(C)C(C)=O)[C@@H](C)CN([C@@H](C)CO)S2(=O)=O	-0.5	-5	.	14
O=C(Cc1ccccc1)N1CC[C@@H]2[C@H](CO)Nc3ccc(-c4ccccc4)cc3[C@@H]21	-1.6	71	82	9
O=C(C1CCCC1)N1CC2(C1)[C@H](c1ccccc1)[C@H](CO)N2CC1CC1	0.9	12	.	-20
CO[C@@H]1CN(C)C(=O)c2ccc(NC(=O)c3ccccc3F)cc2OC[C@H](C)NC[C@H]1C	-0.7	.	-48	10
O=C(N[C@H]1CC[C@H](CCNS(=O)(=O)c2ccc(F)cc2)O[C@@H]1CO)c1cccc(F)c1	-2.8	0	.	.
C[C@H]1CN([C@@H](C)CO)C(=O)c2cc(NS(=O)(=O)c3ccc(F)cc3)ccc2O[C@@H]1CN(C)Cc1ccc(C(F)(F)F)cc1	-0.4	-3	55	8
O=C(Cc1ccccc1)N1CC(=O)N2[C@H](CO)[C@@H](c3ccc(Br)cc3)[C@H]2C1	0.2	-6	.	9
C[C@@H]1CN([C@H](C)CO)C(=O)c2cc(C#Cc3ccccc3)cnc2O[C@@H]1CN(C)C(=O)CN(C)C	0.3	-1	-27	-4
CC(=O)N(C)C[C@H]1Oc2cc(-c3ccc(C)cc3)ccc2S(=O)(=O)N([C@H](C)CO)C[C@H]1C	-1.7	-6	-46	33
C[C@@H]1CN([C@H](C)CO)C(=O)c2cc(NS(C)(=O)=O)ccc2O[C@@H](C)CCCCO[C@@H]1CN(C)Cc1ccc(Cl)c(Cl)c1	-0.7	-1	87	-88*
CNC(=O)C[C@@H]1CC[C@H]2[C@@H](COc3ccc(NC(=O)c4cccs4)cc3C(=O)N2C)O1	-2.0	0	21	4

# Complete entries from above. Order of values: KDM4C inh | C diff growth | Tcruzi prolif | Pf Dd2 growth
# O=C(Cc1ccccc1)N1CC(=O)N2[C@H](CO)[C@@H](c3ccc(Br)cc3)[C@H]2C1 reads 0.2 | -6 | . | 9
# C/C=C/c1ccc2c(c1)O[C@@H](CN(C)C(C)=O)[C@@H](C)CN([C@@H](C)CO)S2(=O)=O reads -0.5 | -5 | . | 14
# C[C@@H]1CCCCO[C@H](CN(C)C(=O)Nc2ccc3c(c2)OCO3)[C@@H](C)CN([C@H](C)CO)C(=O)c2cc(NC(=O)Nc3ccccc3)ccc2O1 reads -0.6 | 10 | 29 | 21
# CC(=O)N(C)C[C@H]1Oc2cc(-c3ccc(C)cc3)ccc2S(=O)(=O)N([C@H](C)CO)C[C@H]1C reads -1.7 | -6 | -46 | 33

# (cont.)
# Each structure is followed by: KDM4C inh	C diff growth	Tcruzi prolif	Pf Dd2 growth
COc1ccc(S(=O)(=O)Nc2ccc3c(c2)C(=O)N([C@H](C)CO)C[C@@H](C)[C@@H](CN(C)C(=O)Nc2c(C)noc2C)O3)cc1
 : 0.7	-1	-1	28
CNC(=O)C[C@H]1CC[C@H]2[C@H](COc3ccc(NC(=O)Nc4c(C)noc4C)cc3C(=O)N2C)O1
 : 3.5	-2	12	1
COCC(=O)Nc1ccc2c(c1)C(=O)N(C)C[C@H](OC)[C@@H](C)CN(Cc1cccnc1)[C@H](C)CO2
 : -0.3	.	2	15
CNC[C@@H]1Oc2ccc(NC(=O)c3ccncc3)cc2CC(=O)N([C@H](C)CO)C[C@@H]1C
 : 5.9	-2	17	-5
CCCNC(=O)C[C@H]1CC[C@@H]2[C@@H](COc3ccc(NC(=O)c4cccc(Cl)c4)cc3C(=O)N2C)O1
 : 2.3	-4	9	-11
Cc1noc(C)c1S(=O)(=O)N(C)C[C@@H]1OCCCC[C@@H](C)Oc2ccc(NC(=O)C3CCCCC3)cc2C(=O)N([C@@H](C)CO)C[C@@H]1C
 : 3.5	6	-26	-67
CN(C[C@H]1[C@H](c2ccccc2)[C@H](CO)N1Cc1ccccn1)S(C)(=O)=O
 : 2.2	-6	38	1
COc1cccc(C#Cc2ccc([C@@H]3[C@H](CO)N4C(=O)CN(C(=O)Cc5ccccc5)C[C@@H]34)cc2)c1
 : -1.3	-4	.	-32
C[C@H](CO)N1C[C@H](C)[C@H](CN(C)C(=O)NC2CCCCC2)OCCCC[C@H](C)Oc2ccc(NC(=O)Nc3ccccc3)cc2C1=O
 : -2.0	0	-24	-23
C[C@@H]1CN([C@@H](C)CO)C(=O)c2cccc(NS(=O)(=O)c3ccc(F)cc3)c2O[C@@H]1CN(C)S(=O)(=O)c1cn(C)cn1
 : -0.6	7	-2	-14
C[C@H](CO)N1C[C@H](C)[C@H](CN(C)S(=O)(=O)c2ccccc2)Oc2ccc(NC(=O)CCC(F)(F)F)cc2CC1=O
 : 0.8	3	23	18
CCCNC(=O)N1CC2(CN(C(=O)C3CCCC3)C2)c2c([nH]c3cc(OC)ccc23)[C@H]1CO
 : -2.0	0	.	-25
OC[C@H]1Nc2ccc(C#Cc3ccc(F)cc3)cc2[C@@H]2[C@H]1CCN2Cc1nccs1
 : 0.3	54	94	-28
C[C@@H]1CCCCO[C@H](CN(C)C(=O)Nc2ccc(F)cc2)[C@@H](C)CN([C@H](C)CO)C(=O)c2cc(NS(=O)(=O)c3cn(C)cn3)ccc2O1
 : -4.5	3	-28	-8
CC(C)NC(=O)Nc1ccc2c(c1)CC(=O)N([C@H](C)CO)C[C@H](C)[C@H](CN(C)S(=O)(=O)c1ccc(F)cc1)O2
 : 0.1	-3	40	-7
Cc1noc(C)c1S(=O)(=O)Nc1ccc2c(c1)CC(=O)N([C@H](C)CO)C[C@@H](C)[C@@H](CN(C)C(=O)Nc1ccccc1)O2
 : -2.8	33	-11	18
CO[C@H]1CN(C)C(=O)c2cc(NS(=O)(=O)CC(F)(F)F)ccc2OC[C@H](C)N(C)C[C@H]1C
 : -2.9	1	12	.
C[C@@H]1CN([C@H](C)CO)C(=O)c2cc(NS(=O)(=O)c3ccc(Cl)cc3)ccc2O[C@@H](C)CCCCO[C@@H]1CN(C)Cc1ccc(Cl)c(Cl)c1
 : -1.7	4	76	-45
C[C@@H]1CN([C@@H](C)CO)C(=O)c2cccc(NC(=O)CCCCCC(=O)Nc3ccccc3N)c2O[C@H]1CN(C)Cc1ccncc1
 : -1.5	-2	.	-40
COc1ccc(NC(=O)Nc2ccc3c(c2)CC(=O)N([C@@H](C)CO)C[C@H](C)[C@H](CN(C)Cc2ccc(C(=O)Nc4ccccc4N)cc2)O3)cc1
 : -1.7	1	.	-70
CC(C)NC(=O)N1[C@@H](CO)[C@H](c2ccccc2)[C@@H]1CNC(=O)CN(C)C
 : 0.1	-4	38	9
C[C@H](CO)N1C[C@H](C)[C@H](CN(C)Cc2ccc(F)cc2)Oc2ncc(C#Cc3cccnc3)cc2C1=O
 : -0.2	3	.	-29
C[C@H](CO)N1C[C@H](C)[C@H](CN(C)Cc2ccc(Oc3ccccc3)cc2)Oc2c(NC(=O)CCCCCC(=O)Nc3ccccc3N)cccc2C1=O
 : 0.0	4	.	-92*
COc1ccc(CN(C)C[C@@H]2Oc3ccc(NS(=O)(=O)c4ccc(OC)cc4)cc3C(=O)N([C@H](C)CO)C[C@H]2C)cc1
 : 0.5	-1	1	-17
C[C@H](CO)N1C[C@H](C)[C@H](CN(C)Cc2ccc(C(=O)O)cc2)Oc2c(NS(=O)(=O)c3ccc(Cl)cc3)cccc2C1=O
 : -2.1	-3	3	1
CC(=O)N(C)C[C@H]1Oc2ncc(C3=CCCC3)cc2C(=O)N([C@@H](C)CO)C[C@@H]1C
 : 2.2	-1	-38	29
CO[C@@H]1CN(C)C(=O)c2cc(NC(=O)C3CC3)ccc2OC[C@H](C)N(C(=O)CN(C)C)C[C@H]1C
 : 0.5	0	-12	25
